GlmU inhibition – inhibition of mycobacterial GlmU enzyme – biochemical, glucosamine-1-phosphate acetyltransferase (AID 1376); 220,000 tested, 0.25% active; inhibition, %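 (tested at 30 µM in the primary screen)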; hits with a dose series show IC50 in µM; M. tuberculosis GlmU acetyltransferase enzyme assay; higher % means a stronger effect; in the data active = inhibition above about 13%;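 note: 0% = complete reaction with vehicle and 100% = reaction without substrate; strong numbers were not always called active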
Mtb RmlCD inh – inhibitors of Mycobacterium tuberculosis RmlC and RmlD coupled enzymes; P9WH09+P9WH11; RmlC+RmlD coupled enzyme assay, percent inhibition; primary screen in compound mixtures; inhibition, % at 3.6 µM; 160,000 tested, 0.03% active; AID 1533; in the data active = inhibition mostly above about 34%, no sharp cut-off; note: some results filed as inactive read as strong as hits
Target sequence (P9WH09 whole entry, looked up): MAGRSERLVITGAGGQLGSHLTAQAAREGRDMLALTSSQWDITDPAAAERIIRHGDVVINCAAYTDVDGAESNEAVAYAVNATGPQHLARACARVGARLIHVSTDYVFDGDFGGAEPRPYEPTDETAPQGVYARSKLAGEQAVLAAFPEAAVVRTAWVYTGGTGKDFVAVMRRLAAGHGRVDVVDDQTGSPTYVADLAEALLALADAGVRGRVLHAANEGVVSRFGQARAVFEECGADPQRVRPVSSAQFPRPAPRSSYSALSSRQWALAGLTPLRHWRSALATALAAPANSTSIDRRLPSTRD
Target sequence (P9WH11 whole entry, looked up): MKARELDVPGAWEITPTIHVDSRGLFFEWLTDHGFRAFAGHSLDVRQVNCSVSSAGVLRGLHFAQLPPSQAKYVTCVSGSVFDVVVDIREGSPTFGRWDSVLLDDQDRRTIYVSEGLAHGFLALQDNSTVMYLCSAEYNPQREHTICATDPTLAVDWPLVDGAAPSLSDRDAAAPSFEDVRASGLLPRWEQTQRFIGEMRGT
Starred values were filed as active, the others as inactive; · = no result given. Only part of the results is shown; rates above refer to the full screens.

SMILES	GlmU inhibition	Mtb RmlCD inh
Cc1ccc(O)c(NC(=O)c2noc3c2CCCCC3)c1	-2.2%	-8
CN1/C(=C/C(=O)C2CC2)C(C)(C)c2ccccc21	-2.5%	-9
COc1ccc(NC(=O)CN2CCC(NC(=O)C3CCCCC3)CC2)c([N+](=O)[O-])c1	0.3%	7
O=C(O)c1cc(O)c2c(c1)C(=O)c1cc(O)cc(O)c1C2=O	13%*	8
CNC(=O)Nc1cc(C(F)(F)F)cc(C(F)(F)F)c1	5.6%	-4
Cc1cc([N+](=O)[O-])c(Cl)cc1NC(=O)C(C)C	2.0%	3
Cc1ccnc(NS(=O)(=O)c2ccc(NC(=O)c3cncc(Br)c3)cc2)n1	6.1%	·
CCC(CC)C(=O)Nc1cccc(C(=O)NCCc2ccccc2)c1	-3.8%	-11
CN1CCc2c(sc3nc(SCC(N)=O)n(-c4ccccc4)c(=O)c23)C1	-4.5%	·
Cc1cccc(NC(=O)CSc2ccc(-c3cccs3)nn2)c1C	2.3%	-3
COc1ccccc1NC(=O)Cc1noc(CSc2cc(C)c3ccccc3n2)n1	0.6%	-2
Cc1nc2cc(C(=O)OCC(=O)NC3CCS(=O)(=O)C3)ccc2n1-c1ccccc1 (stereo unspecified)	4.7%	23
CSc1ncccc1C(=O)NCC12CC3CC(CC(C3)C1)C2	2.5%	4
COc1ccc(C)cc1S(=O)(=O)N(CC(=O)O)c1ccc(F)cc1	7.7%	-4
CCc1nccn1S(=O)(=O)c1ccc(OC)c(C)c1C	7.4%	6
COC(=O)c1ccc(S(=O)(=O)N(C2CCCCC2)C2CCCCC2)n1C	-3.6%	-6
COC(=O)c1ccc2nc(Nc3nc4c(F)cc(F)cc4s3)sc2c1	3.5%	6
C/C(=N\NC(=O)c1cccnc1)c1ccc(C)c([N+](=O)[O-])c1	7.6%	7
CC(=O)Nc1ccc(NC(=O)Cn2cc3c(n2)CCCC3)cc1	-2.2%	4
NC1=NC(c2ccc(Br)cc2)n2c(nc3ccccc32)N1 (stereo unspecified)	-2.8%	14
COc1c(CC=C(C)C)cc(C2CC(=O)c3c(O)cc(O)cc3O2)cc1CC=C(C)C (stereo unspecified)	0.0%	·
COc1ccc(Cl)cc1NC(=O)C1CSC(c2ccncc2)=N1 (stereo unspecified)	-7.2%	·
O=C(O)CN1C(=O)COc2cc(S(=O)(=O)N3CCCC3)ccc21	-2.2%	1
CCOc1ccccc1-c1nc(-c2ccc(NC(=O)c3ccc(Br)o3)cc2)no1	4.8%	-8
COc1cc(NC(=O)CN2CCN(S(=O)(=O)c3ccc(C(C)C)cc3)CC2)cc(OC)c1	2.8%	13
COc1cc(C2OC(=O)c3ccccc3S2)cc(OC)c1OC (stereo unspecified)	7.5%	·
O=C(COc1ccc(Cl)cc1)NC1=NN(c2ccccc2)C(=O)C1	9.2%	·
COc1ccc(CCN2C(=O)CC(Nc3ccc(N4CCOCC4)cc3)C2=O)cc1OC (stereo unspecified)	-6.1%	7
Cc1nc(-c2ccccc2)sc1-c1nc(-c2cccs2)ncc1S(=O)(=O)c1ccccc1	1.8%	-16
c1ccc(Cn2nnc3c(NCC4CCCO4)nc(C4CC4)nc32)cc1 (stereo unspecified)	-7.5%	4
O=C(c1cc2nc(-c3ccccc3)cc(C(F)(F)F)n2n1)N1CCOCC1	5.3%	·
O=C(Nc1ccc(Br)cc1)c1cccc(NC(=O)C2C3CC4OC(=O)C2C4C3)c1 (stereo unspecified)	0.8%	·
Cc1nnc(SCC(=O)N2c3ccccc3CC2C)[nH]c1=O (stereo unspecified)	3.3%	-9
COC(=O)c1ccc(NC(=O)CN(C2CCCCC2)S(C)(=O)=O)cc1	4.2%	·
C/C=C(\C)C(=O)OC1c2c(ccc3ccc(=O)oc23)OC(C)(C)C1OC(C)=O (stereo unspecified)	0.7%	·
CCCn1c(=O)c(C(=O)c2ccccc2)nc2ccccc21	-2.8%	·
Cc1nnc(NC(=O)CSc2nnc(Cc3cccn3C)n2-c2cccc(C)c2C)s1	·	-10
CCCCC(=O)Nc1ccc(Cl)cn1	5.6%	10
COc1ccc(-c2cc(=O)[nH]c(=S)[nH]2)cc1	0.6%	86
COc1ccc(Nc2nc(C(=O)N3CCc4ccccc4C3)cs2)cc1	1.3%	-2
Cc1ccc(C)c(C(=O)COc2ccc(C)nc2[N+](=O)[O-])c1	-0.2%	·
Cn1c(C(=O)N2COCC2(C)C)cc2c(=O)n3ccccc3nc21	·	0
COCCn1c(=O)[nH]c2cc(C(=O)OC)ccc2c1=O	0.0%	20
O=C1CCCc2nc(N3CCCCC3)sc21	-4.3%	·
N#C/C(=C/C=C/c1ccccc1)C(=O)Nc1ccccc1	1.3%	·
CCOc1c(Cl)cc(CNCC(C)C)cc1OC	0.4%	·
COc1ccc(/C=N/NC(=O)c2cccnc2)c(C(=O)O)c1OC	-3.4%	8
O=C(/C=C/Nc1ccc(F)cc1)c1ccco1	0.4%	·
Cc1cc(C)cc(N(CC(=O)NCc2ccco2)C(=O)CCC(=O)Nc2ccccn2)c1	-1.5%	·
CC1(C)Oc2ccc(C(=O)NC3CCCC3)cc2N(CC(=O)NC2CCCCC2)C1=O	4.7%	13
COc1ccccc1CC(=O)Nc1ccc(-c2nnc(-c3ccco3)o2)cc1	-1.3%	-12
Cc1cc(O)c(-c2cc(C(=O)Nc3ccc(S(=O)(=O)N4CCOCC4)cc3)[nH]n2)cc1C	5.5%	6
CN(c1ccccc1)P(=O)(N(C)c1ccccc1)N(C)c1ccccc1	0.0%	·
Cn1c(=O)[nH]c(=O)c2c1nc(SCCN1CCOCC1)n2Cc1ccccc1	0.3%	·
COc1ccccc1C1C2CCCCC2(O)CCN1CC(=O)Nc1ccccc1 (stereo unspecified)	-2.6%	-3
O=C(CCCOc1ccc(Cl)cc1Cl)Nc1ccccn1	4.0%	9
O=C(Nc1nnc(-c2ccco2)o1)c1cccc(Cl)c1	-0.5%	4
c1ccc(-c2cc(N3CCOCC3)nc3ccccc23)cc1	2.8%	-13
COc1ccc(-c2nc(CSCC(=O)NCCC3=CCCCC3)c(C)o2)cc1OC	-6.0%	·
COc1ccc(C(CC(=O)NC(C)(C)C)n2cccc2)cc1 (stereo unspecified)	0.1%	·

(listing goes on)
SMILES	GlmU inhibition	Mtb RmlCD inh
COc1ccc(C(=O)Nc2cccc(C(C)=O)c2)cc1OC	-0.3%	·
Cc1ccc2nc(NCCCO)[nH]c2c1	2.7%	·
Cc1cccc(CSCCNC(=O)Nc2ccccc2)c1	-3.6%	-3
COCCN(CCOC)S(=O)(=O)c1ccc(C(=O)Nc2nc(-c3ccccc3)c(C(=O)c3ccccc3)s2)cc1	3.4%	-6
COC(=O)C(CC(C)C)NC(=O)C(Cc1ccccc1)NC(=O)C1CCCN1C(=O)OC(C)(C)C (stereo unspecified)	0.2%	6
FC(F)(F)c1ccccc1CN1CCN(Cc2ccccc2)CC1	3.0%	·
CSc1nc(-c2ccco2)nn1C(=O)c1ccc(Cl)cc1	·	-3
Cc1ccc(S(=O)(=O)N(CC(=O)NCCSCc2ccco2)c2ccc(F)cc2)cc1	0.5%	·
Cc1cc(C)c(S(=O)(=O)N2CCN(CCO)CC2)c(C)c1	0.8%	6
Cc1[nH]nc2c1/C(=N/O)CC(c1ccccc1)C2 (stereo unspecified)	-0.9%	·
Cc1cc(/C=C2/SC(=O)NC2=O)c(C)n1-c1ccc(N2CCOCC2)cc1	3.1%	-10
O=C(COC(=O)CNS(=O)(=O)/C=C/c1ccccc1)Nc1cccc2ccccc12	3.1%	1
Cc1nc2ccc([N+](=O)[O-])cc2nc1C	-4.0%	14
O=C(O)/C=C/c1nc(-c2ccccc2)n2ccccc12	1.6%	5
CCO[C@@H]1OC(C(=O)O)=C[C@H](C)[C@H]1CCCO	0.9%	·

Random excerpt: two entries already listed.
SMILES	GlmU inhibition	Mtb RmlCD inh
COC(=O)C(CC(C)C)NC(=O)C(Cc1ccccc1)NC(=O)C1CCCN1C(=O)OC(C)(C)C (stereo unspecified)	0.2%	6
Cc1cc(C)c(S(=O)(=O)N2CCN(CCO)CC2)c(C)c1	0.8%	6

Remaining list, next part:
SMILES	GlmU inhibition	Mtb RmlCD inh
CN=C1S/C(=C\c2cn(CC(=O)OC)c3ccccc23)C(=O)N1C	-2.0%	·
CCOc1c(Br)cc(/C=C2\C(=O)N(CCC#N)N=C2C)cc1OC	4.6%	2
O=C(CSc1nc2ccccc2n1CC(=O)N1CCCC1)N1CCN(C(=O)c2ccco2)CC1	-1.7%	-9
Cc1ccc(S(=O)(=O)C(C#N)c2nc3ccccc3nc2OC(C)C)cc1 (stereo unspecified)	-2.2%	·
O=C1CN(C(=O)c2cc(Br)c(Br)s2)c2ccccc2N1	3.0%	-10
CC(C)CCNC(=O)Cc1ccc(Nc2nc(=S)[nH]c3ccccc23)cc1	8.3%	0
COC(=O)c1ccccc1NC(=O)CSc1nccn1C	6.3%	-9
COc1ccc(OCC(=O)OCCNC(=O)c2cccnc2)cc1	-0.1%	·
COc1ccc2c(c1)C(=O)N(c1ccccc1C)C(=O)C2(C)C	-2.8%	6
COc1ccc(CC(NC(C)=O)C(=O)NC2CCN(S(=O)(=O)c3ccc(NC(C)=O)cc3)CC2)cc1OC (stereo unspecified)	1.0%	-16
C=CCOC(=O)C1=C(C)NC(=O)NC1c1ccc(Cl)cc1 (stereo unspecified)	0.6%	4
CCCC1(C(=O)OCC)NC(c2ccc(N(C)C)cc2)C2C(=O)N(c3ccc4c(c3)OCCO4)C(=O)C21 (stereo unspecified)	2.8%	·
CC(C)NC(C)C(=O)C12CC3CC(CC(C3)C1)C2 (stereo unspecified)	-2.6%	-2
C=C1CCN([C@@H](C)C(=O)NCc2ccc(Cl)cc2)S(=O)(=O)c2ccccc21	0.1%	·
CCC(C)NC(=O)CCCCCn1c(=O)[nH]c2cc(OC)c(OC)cc2c1=O (stereo unspecified)	1.6%	11
COC(=O)c1oc2ccc(Br)cc2c1NC(=O)c1ccccc1	-2.4%	14
COc1ccccc1C1=Nn2c(COc3ccccc3)nnc2SC1	-0.6%	5
COc1ccc(OC)c(C=Nc2ccccc2-c2nc3ccccc3[nH]2)c1	5.0%	-3
O=C(CCCn1c(=O)oc2ccccc21)Nc1cccnc1	0.6%	·
[O-][n+]1onc2c1CCc1nnccc1-2	-5.9%	·
O=C(O)CCn1c(=O)n(CCC(=O)O)c(=O)n(CCC(=O)O)c1=O	-9.6%	2
C=CC[C@]12C=C(OC)C(=O)C=C1O[C@@H](c1ccc3c(c1)OCO3)[C@H]2C	0.7%	·
O=[N+]([O-])c1ccc(Oc2ccc(F)cc2Br)c2ccncc12	-0.5%	·
CC(C)OC(=O)CSc1nc2cccnc2n1-c1ccc(F)cc1	-3.2%	·
COc1cc(NC(=O)COC(=O)/C=C/c2c(C)nn(-c3ccc(F)cc3)c2Cl)cc(OC)c1	7.2%	-3
CCNc1ccc(S(=O)(=O)N(C)C)cc1NCC(=O)Nc1ccccc1F	-2.9%	4
O=C1CC(N2CCC(C(=O)N3CCCCC3)CC2)C(=O)N1 (stereo unspecified)	8.5%	47
O=C(c1cccc(F)c1)N(Cc1nc2ccccc2c(=O)[nH]1)C1CCCC1	-5.7%	5
Cc1ccc(CSc2nnc(C)c(=O)[nH]2)cc1	-4.5%	-7
O=C(O)C[C@H]1c2ccccc2S(=O)(=O)N1C1CCCC1	2.1%	·
O=C(c1cccc(S(=O)(=O)NCCOc2ccccc2)c1)N1CCN(c2ncccn2)CC1	4.6%	1
Cc1oc(-c2ccccc2)nc1C(=O)OCC(=O)NC(=O)NCC(C)C	-0.2%	·
COc1cccc(/C=N\NC(=O)c2sc(N)nc2C)c1OC	2.8%	-11
CCC(C)(c1nnnn1-c1c(C)cccc1C)N(N=O)c1ccccc1Cl (stereo unspecified)	0.1%	6
O=C(CSc1nnc(-c2c[nH]c3ccccc23)o1)c1ccccc1	-3.8%	19
NNC(=O)CS(=O)(=O)c1ccc(Cl)cc1	3.0%	-7
CCOCCCNCc1ccc(OC)cc1	3.3%	12
Cc1nnc(N/N=C/c2ccc(O)c([N+](=O)[O-])c2)[nH]c1=O	-0.1%	·
FC(F)(F)c1nnc(-c2ccccc2)nc1Sc1ccccc1	-1.9%	·
O=C(O)c1ccc(Cl)c(S(=O)(=O)Nc2cccc(C(=O)Nc3cccc(C(F)(F)F)c3)c2)c1	1.3%	-5
CNCc1c(OCc2ccccc2F)ccc2ccccc12	-8.2%	-4
Cc1c(Cc2ccccc2)sc(NC(=O)Cc2ccccc2)c1C(N)=O	4.1%	·

Grouped by structure, the compounds so far containing an NH in an aromatic ring.
SMILES	GlmU inhibition	Mtb RmlCD inh
Cc1nnc(SCC(=O)N2c3ccccc3CC2C)[nH]c1=O (stereo unspecified)	3.3%	-9
COc1ccc(-c2cc(=O)[nH]c(=S)[nH]2)cc1	0.6%	86
COCCn1c(=O)[nH]c2cc(C(=O)OC)ccc2c1=O	0.0%	20
Cc1cc(O)c(-c2cc(C(=O)Nc3ccc(S(=O)(=O)N4CCOCC4)cc3)[nH]n2)cc1C	5.5%	6
Cn1c(=O)[nH]c(=O)c2c1nc(SCCN1CCOCC1)n2Cc1ccccc1	0.3%	·
Cc1ccc2nc(NCCCO)[nH]c2c1	2.7%	·
Cc1[nH]nc2c1/C(=N/O)CC(c1ccccc1)C2 (stereo unspecified)	-0.9%	·
CC(C)CCNC(=O)Cc1ccc(Nc2nc(=S)[nH]c3ccccc23)cc1	8.3%	0
CCC(C)NC(=O)CCCCCn1c(=O)[nH]c2cc(OC)c(OC)cc2c1=O (stereo unspecified)	1.6%	11
COc1ccc(OC)c(C=Nc2ccccc2-c2nc3ccccc3[nH]2)c1	5.0%	-3
O=C(c1cccc(F)c1)N(Cc1nc2ccccc2c(=O)[nH]1)C1CCCC1	-5.7%	5
Cc1ccc(CSc2nnc(C)c(=O)[nH]2)cc1	-4.5%	-7
O=C(CSc1nnc(-c2c[nH]c3ccccc23)o1)c1ccccc1	-3.8%	19
Cc1nnc(N/N=C/c2ccc(O)c([N+](=O)[O-])c2)[nH]c1=O	-0.1%	·

Source: PubChem BioAssay
